# Screening results (PubChem BioAssay)
# MgcRacGAP inhibition – MgcRacGAP GTPase-activating activity inhibitors, confirmation, biochemical, ADP Hunter fluorescence; AID 624330, 2012; inhibition, % at 30 µM; hits with a dose series show IC50 in µM; MgcRacGAP-stimulated Rac1 GTP hydrolysis, ADP Hunter fluorescence; higher % means a stronger effect; GST-tagged Rac1 F28L mutant substrate; Rac GTPase-activating protein 1 (Homo sapiens); hit rate 0.6% among 340,000;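 active means first-screen hits whose inhibition reached a set limit at any dose in the follow-up dose series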;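 further: fluorescence reports GDP produced by GAP-driven GTP hydrolysis; strong numbers were not always called active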
# * = called active by the depositor. An excerpt (hit frequency here may not be typical).
item	MgcRacGAP inhibition	Compound
1	8.4%	COc1ccc(NC(=O)CCC(=O)N2CCC(c3ccccc3)=N2)cc1S(=O)(=O)N1CCCCC1
2	-0.2%	COc1cccc(C(=O)N2CCCc3ccccc32)c1OC
3	16.4%	O=c1[nH][nH]c(-c2ccccc2)c1-c1ccccc1
4	2.9%	CC(C)Oc1ccc2ccccc2c1CNC[C@H]1O[C@@H](n2cnc(C(N)=O)n2)[C@H](O)[C@@H]1O
5	10.7%	O=C(OCc1ccccc1)N1CCC2CC1c1cc(N3CCNCC3)ccc12 (stereo not given)
6	-1.4%	O=C1CCc2cc(Br)ccc2O1
7	2.7%	O=C(NN=Cc1ccccc1Cl)c1ccc([N+](=O)[O-])cc1
8	1.1%	C[C@H]1CN([C@@H](C)CO)C(=O)CCCn2nncc2CO[C@@H]1CN(C)Cc1cccc(O)c1
9	4.1%	CCc1nc(C)cn1S(=O)(=O)c1ccc2c(c1)OCCO2
10	3.2%	O=C1NC2CCCCC2C(=O)N1OS(=O)(=O)c1ccccc1 (stereo not given)

# (continued)
item	MgcRacGAP inhibition	Compound
11	7.4%	O=S(=O)(c1ccc(Cl)cc1)N1CCN(c2nc(C(F)(F)F)nc3ccccc23)CC1
12	3.3%	CC[C@@H](C)[C@H](C(CC(=O)N1CCCC1[C@@H](OC)[C@H](C)C(=O)N[C@H](Cc1ccccc1)c1nccs1)OC)N(C)C(=O)[C@H](NC(=O)[C@@H](C(C)C)N(C)C)C(C)C (stereo not given in full)
13	4.0%	O=C(c1cccs1)c1sccc1Cc1ccccc1
14	9.0%	COc1ccc(C2/C(=C(/O)c3ccc(F)cc3)C(=O)C(=O)N2CCCN(C)C)cc1 (stereo not given)
15	1.9%	O=C(O)C1(C(=O)O)CCCC1
16	2.3%	CC(C)c1cc(C(=O)NC2CCCCCC2)c2ccccc2n1
17	4.0%	CCOc1ccc(NC(=O)CN(C)C(=O)C(C)Oc2ccc(Cl)cc2)cc1OCC (stereo not given)
18	16.8%	COc1cccc2c1C(=O)c1c(O)c3c(c(O)c1C2=O)CC(O)(C(C)=O)CC3OC1CC(N(C)C)C(O)C(C)O1 (stereo not given)
19	13.6%	O=C(NCc1ccc(F)cc1)c1cccc2c1C(=O)c1ccc(N3CCC(N4CCCCC4)CC3)cc1S2(=O)=O
20	-2.6%	COC1C(O)C(O)C(O)C(O)C1O (stereo not given)

# (further entries)
item	MgcRacGAP inhibition	Compound
21	-3.4%	CC(C)(C)Cc1c(-c2ccc(Cl)cc2)nc2ccc(Cl)cn12
22	14.5%	CC(C)(C)S(=O)N1Cc2cc(CO)ccc2[C@H]1CCO (stereo not given in full)
23	9.0%	C[C@@H]1CN([C@H](C)CO)S(=O)(=O)c2ccc(Br)cc2O[C@@H]1CN(C)C(=O)NC1CCCC1
24	13.4%	CSCC[C@H]1COC[C@@H](Cc2ccccc2)N1c1ccccc1
25	8.7%	Nc1cc2c(cc1[N+](=O)[O-])-c1ccccc1C2=NO
26	4.5%	CC12CCC3c4cc(CN5CCOCC5)c(O)cc4CCC3C1CCC2=O (stereo not given)
27	8.1%	O=C(CCCN1C(=O)C(c2ccccc2)Oc2cccnc21)Nc1ccccc1Br (stereo not given)
28	4.0%	O=C(Nc1cc(Cl)ccc1Cl)P(=O)(O)c1ccccc1
29	-25.9%	O=C(NC1CCN(Cc2ccccc2)CC1)c1ccc(CS(=O)c2ccccc2Cl)o1 (stereo not given)
30	0.3%	NC(=S)NN=C1c2cc(Cl)ccc2-c2c1cc(Cl)cc2[N+](=O)[O-]

# Reprinted from the results shown for reference:
item	MgcRacGAP inhibition	Compound
10	3.2%	O=C1NC2CCCCC2C(=O)N1OS(=O)(=O)c1ccccc1 (stereo not given)
11	7.4%	O=S(=O)(c1ccc(Cl)cc1)N1CCN(c2nc(C(F)(F)F)nc3ccccc23)CC1
12	3.3%	CC[C@@H](C)[C@H](C(CC(=O)N1CCCC1[C@@H](OC)[C@H](C)C(=O)N[C@H](Cc1ccccc1)c1nccs1)OC)N(C)C(=O)[C@H](NC(=O)[C@@H](C(C)C)N(C)C)C(C)C (stereo not given in full)
13	4.0%	O=C(c1cccs1)c1sccc1Cc1ccccc1
14	9.0%	COc1ccc(C2/C(=C(/O)c3ccc(F)cc3)C(=O)C(=O)N2CCCN(C)C)cc1 (stereo not given)
15	1.9%	O=C(O)C1(C(=O)O)CCCC1
16	2.3%	CC(C)c1cc(C(=O)NC2CCCCCC2)c2ccccc2n1
17	4.0%	CCOc1ccc(NC(=O)CN(C)C(=O)C(C)Oc2ccc(Cl)cc2)cc1OCC (stereo not given)
18	16.8%	COc1cccc2c1C(=O)c1c(O)c3c(c(O)c1C2=O)CC(O)(C(C)=O)CC3OC1CC(N(C)C)C(O)C(C)O1 (stereo not given)
19	13.6%	O=C(NCc1ccc(F)cc1)c1cccc2c1C(=O)c1ccc(N3CCC(N4CCCCC4)CC3)cc1S2(=O)=O
20	-2.6%	COC1C(O)C(O)C(O)C(O)C1O (stereo not given)
21	-3.4%	CC(C)(C)Cc1c(-c2ccc(Cl)cc2)nc2ccc(Cl)cn12
22	14.5%	CC(C)(C)S(=O)N1Cc2cc(CO)ccc2[C@H]1CCO (stereo not given in full)
23	9.0%	C[C@@H]1CN([C@H](C)CO)S(=O)(=O)c2ccc(Br)cc2O[C@@H]1CN(C)C(=O)NC1CCCC1
24	13.4%	CSCC[C@H]1COC[C@@H](Cc2ccccc2)N1c1ccccc1
25	8.7%	Nc1cc2c(cc1[N+](=O)[O-])-c1ccccc1C2=NO
26	4.5%	CC12CCC3c4cc(CN5CCOCC5)c(O)cc4CCC3C1CCC2=O (stereo not given)
27	8.1%	O=C(CCCN1C(=O)C(c2ccccc2)Oc2cccnc21)Nc1ccccc1Br (stereo not given)
28	4.0%	O=C(Nc1cc(Cl)ccc1Cl)P(=O)(O)c1ccccc1
29	-25.9%	O=C(NC1CCN(Cc2ccccc2)CC1)c1ccc(CS(=O)c2ccccc2Cl)o1 (stereo not given)
30	0.3%	NC(=S)NN=C1c2cc(Cl)ccc2-c2c1cc(Cl)cc2[N+](=O)[O-]

# (listing goes on)
item	MgcRacGAP inhibition	Compound
31	6.6%	C[C@@H]1CN([C@H](C)CO)C(=O)CCCn2nncc2CO[C@H]1CN(C)Cc1ccc(Cl)c(Cl)c1
32	-1.8%	CC1(C)C2(C#N)C(=O)NC(=O)C12C#N (stereo not given)
33	14.2%	CCOC(=O)c1c(C)[nH]c(/C(C)=N/NC(=O)c2cccnc2)c1C
34	8.4%	COc1ccc2nc3n(c(=O)c2c1)-c1ncccc1C(=O)NC3Cc1ccccc1 (stereo not given)
35	12.4%	O=[N+]([O-])c1cccc(CON=Cc2ccccc2O)c1
36	14.2%	O=C(OCc1cn([C@H]2CN(CC3CCCCC3)[C@@H](c3ccccc3)C[C@@H]2O)nn1)c1ccccc1
37	4.1%	Nc1cc(SCc2ccc(Cl)cc2Cl)ncn1
38	1.4%	NC(=S)NN=C(c1ccc(Br)cc1)C1CC1
39	14.8%	Cc1ccc(C(=O)NC(=S)c2c(C)cc3ccccn23)cc1
40	7.5%	COc1ccccc1CNS(=O)(=O)c1c(C)cc(C)cc1C

# Brought forward from above: five entries, then new ones.
item	MgcRacGAP inhibition	Compound
36	14.2%	O=C(OCc1cn([C@H]2CN(CC3CCCCC3)[C@@H](c3ccccc3)C[C@@H]2O)nn1)c1ccccc1
37	4.1%	Nc1cc(SCc2ccc(Cl)cc2Cl)ncn1
38	1.4%	NC(=S)NN=C(c1ccc(Br)cc1)C1CC1
39	14.8%	Cc1ccc(C(=O)NC(=S)c2c(C)cc3ccccn23)cc1
40	7.5%	COc1ccccc1CNS(=O)(=O)c1c(C)cc(C)cc1C
41	5.8%	O=c1[nH]n(-c2ccccc2)c(=O)cc1Cl
42	5.6%	C=CCN1C=C(C(C)=O)C(=O)CC1
43	5.7%	Cc1noc(C)c1C(=O)OCC(=O)NC(=O)c1ccc(C(C)(C)C)cc1
44	3.6%	CC(C)C[C@@H](CN)NC(=O)c1nc[nH]c1C(=O)N[C@@H](Cc1c[nH]c2ccccc12)C(=O)CNC[C@H](C)NC(=O)c1nc[nH]c1C(=O)N[C@@H](C)C(=O)O
45	5.7%	Cc1cc(Br)ccc1SCC(=O)OCC(O)=C(C#N)c1nc2ccccc2[nH]1
46	0.1%	CC(=NO)C1CCC2C3CCC4CC(=NO)CCC4(C)C3C(C)(O)CC12C (stereo not given)
47	1.9%	COc1cccc(OC)c1C(=O)N[C@@H]1C(=O)N2[C@@H]1SC(C)(C)[C@@H]2C(=O)O
48	-4.1%	Nc1ncnc(Nc2ccccc2Oc2ccccc2)n1
49	15.1%	CC(=O)Nc1ccc(S(=O)(=O)NCCC(=O)NCc2ccco2)cc1
50	2.9%	COc1ccc(C=C(C#N)c2ccc(OC)cc2)cc1

# Next section:
item	MgcRacGAP inhibition	Compound
51	17.8%	COc1ccc(CN2CCC[C@]3(N[C@H](c4ccccc4)[C@@H]4C(=O)N(Cc5ccccc5)C(=O)[C@@H]43)C2=O)cc1
52	3.0%	COC(=O)c1ccc(CNC(=O)c2cc(S(=O)(=O)NCc3ccccc3)ccc2C)cc1
53	-1.1%	Cc1ccc(C2(C)NC(=O)N(CC(=O)NCCN3C(=O)S/C(=C\c4cccnc4)C3=O)C2=O)cc1 (stereo not given)
54	-9.7%	CC1(N=Cc2cc(Cl)ccc2O)COP(=O)(Nc2ccccc2)OC1 (stereo not given)
55	-0.7%	COc1ccc(C=CC(=O)c2ccc([N+](=O)[O-])cc2)cc1
56	-32.1%	COc1cc2c(cc1OC)C(=O)C(Br)CC2 (stereo not given)
57	18.5%	C[C@H](CO)N1C[C@H](C)[C@@H](CN(C)S(=O)(=O)c2ccccc2C#N)OCc2cn(nn2)CCCC1=O
58	3.0%	O=C1C=CC(=O)N1c1ccc2c(c1)Cc1cc(F)ccc1-2
59	4.4%	CN(C(=O)c1ccc(NC(=O)Cc2ccc(NC(=O)C3CCN(C(=O)C4CCCC4)CC3)cc2)cc1)C1CCCC1
60	21.5%	CC(=O)N1CCc2c(sc(NC(=O)c3ccc([N+](=O)[O-])o3)c2C(N)=O)C1

# Next section
item	MgcRacGAP inhibition	Compound
61	0.3%	O=[N+]([O-])c1ccccc1NS(=O)(=O)c1ccccc1
62	-11.8%	O=C(NNc1ccccc1)Nc1cc(Cl)ccc1Cl
63	0.0%	O=C(COC(=O)c1cc(S(=O)(=O)N2CCOCC2)ccc1Cl)Nc1ccc(Cl)cn1
64	18.5%	CC1CCCC(NC(=O)CSc2nnc(-c3cccnc3)o2)C1C (stereo not given)
65	-3.5%	CCCCC1(C2CCCC2)NC(=O)NC1=O (stereo not given)
66	-21.2%	CCCCNC(=O)CNC(=O)c1nn(-c2ccc(OC)c(OC)c2)c(=O)c2ccccc12
67	11.6%	O=C(OCC(=O)N1CCCCCC1)c1cc(S(=O)(=O)N2CCOCC2)ccc1F
68	16.5%	COc1cccc(C2=CC(=O)CC(C)(C)C2=O)c1
69	1.1%	O=C1CC(C(=O)O)C(c2ccccc2)c2ccccc21 (stereo not given)
70	8.5%	CC(=NO)C1(C)CC=CCC1CO (stereo not given)

# The list goes on.
item	MgcRacGAP inhibition	Compound
71	7.0%	CCN(C(=O)CN1C(=O)NC2(CCCC2)C1=O)c1nc2c(C)cccc2s1
72	24.1%	O=C(NCCNC(=O)Oc1cccc2ccccc12)Oc1cccc2ccccc12
73	-1.1%	CC1CCCN(C(=O)c2ccc3c(=O)n4nc(Nc5ccccc5)sc4nc3c2)C1 (stereo not given)
74	4.0%	CN(CCc1ccccc1)C(=O)c1ccc(NC(=O)Cc2ccc(NC(=O)C3CCCN(C(=O)c4ccccc4)C3)cc2)cc1 (stereo not given)
75	1.4%	O=C(O)C1C2CC3OC(=O)C1C3C2 (stereo not given)
76	0.8%	O=C(CCCCC(=O)OC1CCCCC1)OC1CCCCC1
77	6.5%	Cc1ccc(N(CC(=O)NC(C)(C)C)C(=O)CCC(=O)Nc2ccccn2)c(C)c1
78	58.4µM*	COc1cc2c(cc1NC(=O)C(Cl)Cl)-c1ccc(NC(=O)C(Cl)Cl)cc1C2
79	0.6%	O=C1NC(=O)C(c2ccccc2)N1 (stereo not given)
80	11.0%	C[C@@H]1CN([C@@H](C)CO)C(=O)CCCn2nncc2CO[C@H]1CN(C)S(=O)(=O)c1ccc(Cl)cc1

# Next records
item	MgcRacGAP inhibition	Compound
81	9.2%	CCc1nn(CCCC(=O)NC2CCCCC2C)c(=O)c2cc3occc3n12 (stereo not given)
82	12.6%	C[C@H](CO)N1C[C@H](C)[C@@H](CN(C)C(=O)NC2CCCCC2)Oc2ccc(NC(=O)C3CC3)cc2C1=O
83	10.7%	CC(=O)NC1CC2CCCC(C1)N2C(=O)Nc1cccc(C)c1 (stereo not given)
84	6.2%	OCC1OC2C(NC(=S)N2c2ccccc2)C(O)C1O (stereo not given)
85	8.5%	Cc1ccccc1N=Cc1ccc[nH]1
86	11.4%	CCCCn1cnc2c(SCCc3ccccc3)nc(N)nc21
87	11.5%	Cc1ccc(C=C2C=C(c3ccccc3)OC2=O)cc1
88	9.8%	CC1(c2ccc(Cl)cc2)NC(=O)N(CC(=O)N2CCN(C(=O)c3cccs3)CC2)C1=O (stereo not given)
89	-2.4%	CCCCn1cnc2c(SCc3cccc(F)c3)nc(N)nc21
90	15.9%	COc1ccc(CN2C(=O)C(CC(=O)NCc3cccs3)CC(C(=O)N(C(C)C)C(C)C)=C2C)cc1 (stereo not given)

# (list continues)
item	MgcRacGAP inhibition	Compound
91	-3.9%	CC(=O)C1(O)CCC2C3CCC4CC(=O)CCC4(C)C3C(=O)CC21C (stereo not given)
92	9.9%	COc1cccc(C(=O)Nc2cc(C)on2)c1
93	9.1%	CCOC(=O)c1ccccc1NC(=O)C1CC(=O)N(C2CCCC2)C1 (stereo not given)
94	12.0%	O=C(NCCCN1CCCC1)c1ccc2c(c1)N(Cc1cccc(Cl)c1)C(=O)c1ccccc1S2(=O)=O
95	5.5%	C#CCN(C[C@H]1[C@H](OC(=O)NCC2CCCCC2)[C@H](OC(=O)NCC2CCCCC2)C[C@@H](C(=O)OC)[C@H]1C(=O)OC)S(=O)(=O)c1ccc(C)cc1
96	2.1%	COC(=O)C1=C(C(=O)OC)[C@]2([C@H]3CC=CCN[C@@H](Cc4ccccc4)C(=O)N3Cc3ccccc3)C=C[C@H]1O2
